GSIS activator – primary screen for activators of insulin secretion dependent on glucose, INS-1E cells, GLuc reporter luminescence. 370,000 compounds, 0.61% hits. INS-1E GLuc reporter insulin secretion, 2-3 h. activation, % at 16.6 µM;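 active means lowest replicate activation of at least 40%, so every replicate reaches that level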;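 further: 0% = median of neutral control wells and 100% = median of IBMX positive control wells; some compounds called inactive have numbers as strong as hits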
CFTR F508del cor – CFTR F508del correction in bronchial cells; activity (quench increase), % at 7.58 µM; CFBE cells, YFP halide quenching; stimulated with forskolin plus potentiator P3; % fluorescence drop versus neutral controls; 350,000 compounds, 0.36% hits;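 active means mean added fluorescence quench of at least 8% versus neutral control, with both replicates also reaching 8%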;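 further: cells transiently co-express mutant CFTR-F508del with the halide-sensitive YFP; corrector assay measuring rescue of mutant channel to the surface after 24 h compound exposure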
esBAF inh – blocks esBAF chromatin remodeling in mouse ES cells; reporter increase, % at 12.5 µM; Bmi1-luciferase knock-in reporter, 24 h; 100% = twice the neutral-well signal; 350,000 compounds, 2% hits; AID 602393; in the data active means activation above about 40%;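 further: 0% = median of the plate's neutral control wells and 100% = double that signal; a rise in the Bmi1 reporter signal indicates esBAF inhibition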
Xi reactivation – X-chromosome reactivation activator | activation, % at 7.58 µM | XiGFP mouse fibroblasts, % GFP-positive cells imaging, 3 d; cells co-treated with 5-aza-dC sensitizer; scaled so ellipticine positive control = 100% | 360,000 compounds, 0.055% hits;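 active means mean normalized replicate activation at least 10% and every replicate at or above 10%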;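 further: 0% = median of on-plate neutral control wells and 100% = ellipticine 6 µM median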
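System: 68-5-11 XiGFP fibroblast line | Buffer or medium: DMEM containing 5-aza-dC | Compound: Single point | Times: Compounds 3 days, fix/stain 15 min at room temperature | Benchmarks: Positive control ellipticine, 6 µM final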
RAD54 branch – RAD54 (human) branch migration inhibition; Q92698; RAD54 Holliday junction branch migration, FAM/BHQ fluorescence; inhibition, % at 10.4 µM; 360,000 compounds, 0.14% hits; AID 602329;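 active means mean normalized replicate activity at least 40 and at least half of replicates scoring 40 or more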;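 further: 0% = median of neutral control wells and 100% = median of positive control wells; inhibitors cause a drop in the FAM fluorescence signal; in these data hits start at about 50%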
ERAP1 inh – ERAP1 (human) enzyme inhibition | recombinant ERAP1, Leu-AMC fluorescence, 60 min | 340,000 compounds, 0.15% hits | Q9NZ08 | inhibition, % at 10.7 µM;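 active means mean replicate inhibition of at least 30%, or all replicates individually reaching that 30% level; inactive means mean below 30% and not every replicate reaching it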;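 further: 0% = neutral control wells and 100% = L-leucinethiol positive control wells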
Target sequence (Q9NZ08 whole entry, looked up): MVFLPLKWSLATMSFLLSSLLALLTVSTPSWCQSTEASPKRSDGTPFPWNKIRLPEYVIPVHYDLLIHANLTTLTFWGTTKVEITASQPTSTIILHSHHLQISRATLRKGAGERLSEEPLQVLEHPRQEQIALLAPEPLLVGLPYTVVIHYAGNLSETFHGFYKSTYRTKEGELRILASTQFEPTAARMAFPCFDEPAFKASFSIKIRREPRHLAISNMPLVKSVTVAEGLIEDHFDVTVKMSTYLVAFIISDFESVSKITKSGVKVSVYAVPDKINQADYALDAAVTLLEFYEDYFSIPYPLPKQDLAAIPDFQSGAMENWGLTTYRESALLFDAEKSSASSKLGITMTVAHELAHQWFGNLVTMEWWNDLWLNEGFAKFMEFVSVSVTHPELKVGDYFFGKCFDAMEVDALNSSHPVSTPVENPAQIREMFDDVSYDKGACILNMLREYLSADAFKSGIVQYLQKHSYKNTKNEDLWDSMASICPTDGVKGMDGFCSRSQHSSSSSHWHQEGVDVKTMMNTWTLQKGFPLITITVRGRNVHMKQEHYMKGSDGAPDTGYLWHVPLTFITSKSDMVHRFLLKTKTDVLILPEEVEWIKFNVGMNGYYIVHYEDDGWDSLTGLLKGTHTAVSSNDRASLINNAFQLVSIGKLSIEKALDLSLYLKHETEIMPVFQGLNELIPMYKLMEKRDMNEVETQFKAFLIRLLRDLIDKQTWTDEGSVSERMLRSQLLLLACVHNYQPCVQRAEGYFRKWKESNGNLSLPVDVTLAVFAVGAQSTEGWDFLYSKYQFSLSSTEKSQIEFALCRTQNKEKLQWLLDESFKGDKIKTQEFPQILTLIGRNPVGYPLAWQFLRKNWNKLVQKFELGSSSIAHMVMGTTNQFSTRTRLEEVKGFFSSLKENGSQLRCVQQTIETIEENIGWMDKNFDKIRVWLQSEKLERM
RAD52 inh – blocks human RAD52 DNA annealing. P43351. recombinant RAD52 DNA annealing, FRET fluorescence. inhibition, % at 18.7 µM. 360,000 compounds, 0.46% hits. AID 651710;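 active means every replicate showing at least 50% inhibition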
ARNT TACC3 PPI – disrupts binding between human ARNT and TACC3 | inhibition, % at 9.99 µM | 390,000 compounds, 0.66% hits | Q9Y6A5 | AlphaScreen His-ARNT PAS-B/GST-TACC3 binding, luminescence; TACC3 fragment carries E629A point mutation | AID 623870;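 active means mean inhibition of replicates at least 50% and at least half of replicates each reaching 50%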;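 further: 0% = complete ARNT plus TACC3 wells and 100% = ARNT alone without TACC3; many hits fall short of the cut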
The depositor's hits bear a star; nt = no result given.

Results follow in this order: GSIS activator	CFTR F508del cor	esBAF inh	Xi reactivation	RAD54 branch	ERAP1 inh	RAD52 inh	ARNT TACC3 PPI
- C[C@H]1CN([C@@H](C)CO)C(=O)c2cc(C#Cc3ccccn3)cnc2O[C@H]1CN(C)CC1CCOCC1
→ -5	2.7	6	-0.4	-4	-2	-26	-6
- COc1cc(/C=C(\C#N)C(=O)Nc2cccc(C(=O)O)c2)ccc1OCc1ccc(C)cc1
→ -22	1.7	nt	0.2	-8	2	-19	3
- Cc1ccc(-c2cnc3c(c2)C(=O)N([C@@H](C)CO)C[C@@H](C)[C@H](CN(C)C(=O)Cc2cccnc2)O3)cc1
→ -5	1.4	-1	0.0	8	-2	9	-2
- Fc1ccc(N2CCN(Cc3ccccn3)CC2)cc1
→ 13	-1.4	nt	0.0	nt	-3	-7	-2
- Cc1nc(Nc2ccccc2F)c2oc3ccccc3c2n1
→ 28	-1.1	28	0.0	-10	-3	-1	-3
- COCc1cc(C)nc2sc(C(=O)Nc3ccccc3C)c(N)c12
→ -2	2.5	22	0.0	-3	0	-25	-20
- CS(=O)(=O)Nc1ccc2c(c1)[C@H]1C[C@H](CC(=O)NCc3cccnc3)O[C@@H](CO)[C@H]1O2
→ 11	3.4	-1	0.0	-9	1	3	-1
- CCCC(=O)Nc1ccc2c(c1)C(=O)N(C)[C@@H]1CC[C@@H](CC(=O)NCCN3CCCCC3)O[C@@H]1CO2
→ -2	1.4	0	0.4	-16	nt	1	-7
- COc1cccc(/C=N/NC(=O)c2ccc(N3CCCC3=O)cc2)c1
→ -1	-6.2	22	0.2	6	-2	-5	30
- Cc1ncsc1CCOC(=O)c1ccccc1
→ -3	1.3	nt	0.3	nt	-1	-7	-2
- CCOc1ccc(C(=O)N[C@H](C(=O)Nc2ccccc2OC)C(C)C)cc1
→ -20	-0.8	-5	0.1	7	3	-2	-2
- O=C(O)Cn1nnnc1-c1ccc(F)cc1
→ 14	-1.6	-2	nt	nt	4	-22	-6
- CN1c2ccc(C3=CCCCC3)cc2[C@H]2[C@H](CCN2C(=O)NC2CCCCC2)[C@@H]1CO
→ -21	3.5	-2	0.3	4	nt	nt	3
- O=S(=O)(c1ccccc1)N1CCCCN2[C@H](CO)[C@H](c3ccc(-c4ccccc4)cc3)[C@@H]2C1
→ -3	1.4	-3	0.0	-1	0	-11	-6
- CCN1[C@H](C(=O)N[C@@H](C)c2ccccc2)[C@@H](CO)[C@@H]2Cn3c(ccc(-c4cccc(F)c4)c3=O)[C@@H]21
→ -2	2.3	-6	0.4	1	0	0	-4

Brought forward from above: three compounds, then new ones.
Results follow in this order: GSIS activator	CFTR F508del cor	esBAF inh	Xi reactivation	RAD54 branch	ERAP1 inh	RAD52 inh	ARNT TACC3 PPI
- CN1c2ccc(C3=CCCCC3)cc2[C@H]2[C@H](CCN2C(=O)NC2CCCCC2)[C@@H]1CO
→ -21	3.5	-2	0.3	4	nt	nt	3
- O=S(=O)(c1ccccc1)N1CCCCN2[C@H](CO)[C@H](c3ccc(-c4ccccc4)cc3)[C@@H]2C1
→ -3	1.4	-3	0.0	-1	0	-11	-6
- CCN1[C@H](C(=O)N[C@@H](C)c2ccccc2)[C@@H](CO)[C@@H]2Cn3c(ccc(-c4cccc(F)c4)c3=O)[C@@H]21
→ -2	2.3	-6	0.4	1	0	0	-4
- O=C(C[C@@H]1CC[C@H]2[C@@H](COC[C@H](O)CN2Cc2ccc(C(F)(F)F)cc2)O1)N1CCc2ccccc2C1
→ -5	1.2	11	0.1	-10	nt	nt	9
- C[C@H](CO)N1C[C@H](C)[C@H](CN(C)CC2CC2)Oc2cc(Br)ccc2S1(=O)=O
→ 2	1.5	2	-0.2	5	1	-5	-4
- O=CN1CCN(C(=O)c2ccc3c(c2)OCO3)CC1
→ 25	0.1	-1	0.2	-2	-5	-1	0
- CCCNC(=O)C[C@@H]1C[C@H]2c3cc(NC(=O)Nc4ccc(OC)cc4)ccc3O[C@H]2[C@@H](CO)O1
→ 3	-0.5	1	0.4	0	0	4	2
- CCCS(=O)(=O)Nc1c(C(=O)OC)[nH]c2ccccc12
→ 6	nt	-9	nt	2	nt	nt	-4
- CCCCN(C)CCNC(=O)CN1C(=O)CSc2ccc(S(=O)(=O)N3CCCCC3)cc21
→ 9	2.6	5	0.1	1	-4	4	-2
- C[C@H]1CN([C@@H](C)CO)C(=O)c2cc(C3=CCCCC3)cnc2O[C@@H]1CN(C)C(=O)C1CCOCC1
→ 2	-1.6	8	-0.1	-7	3	-2	1
- COc1cccc(CNC(=O)CCCn2nc(C)c3c(C)n(-c4ccccc4)nc3c2=O)c1
→ -13	3.9	-4	0.4	-5	-4	-2	14
- C/C=C/c1cnc2c(c1)C(=O)N([C@H](C)CO)C[C@H](C)[C@@H](CN(C)S(=O)(=O)c1ccc(OC)cc1)O2
→ 2	-2.2	1	0.6	1	2	-6	-2
- COc1ccnc(Oc2ccc(F)cc2)c1C(=O)N/C=N/OCc1cccc(F)c1
→ -16	1.3	1	0.0	-4	3	-1	nt
- COc1c(Br)cc(Br)cc1/C=C1/C(=O)N=C(N)N1C
→ -14	5.0	-1	0.0	5	5	-14	5
- COc1ccccc1/C=C/C(=O)NNC(=O)c1cc(C)oc1C
→ -16	-1.7	4	0.4	-2	-6	-14	2
- C[C@H](CO)N1C[C@H](C)[C@@H](CN(C)C(=O)Nc2ccc(F)cc2)Oc2ccc(NC(=O)Nc3ccc(C(F)(F)F)cc3)cc2CC1=O
→ -8	1.7	-2	-1.2	3	1	-8	15
- COc1ccc(CCC(=O)NNC(=O)c2cccs2)cc1
→ 9	-1.7	5	0.0	1	-4	3	nt
- O=C(O)COc1ccc(-c2nnn(Cc3ccccc3F)n2)cc1
→ 5	nt	-14	nt	6	nt	nt	-5
- C/C=N\NC(=O)CNC(=O)CNC(=O)c1ccccc1
→ 6	-1.4	nt	0.0	nt	-1	-5	nt
- O=C1NC(=S)S/C1=C1\Sc2ccccc2N1CCCS(=O)(=O)O
→ 10	nt	2	nt	-8	nt	nt	4
- O=S(=O)(NC1CCN(Cc2ccc(OCCO)cc2)CC1)c1cccc2cccnc12
→ nt	-1.6	nt	nt	-62	-3	13	113*
- CCCN(C)C[C@H]1OCCCC[C@@H](C)Oc2ccc(NC(=O)c3ccccc3)cc2C(=O)N([C@@H](C)CO)C[C@H]1C
→ -7	-0.5	-2	-1.2	nt	nt	nt	nt
- COc1ccccc1Nc1nc(-c2sc(NC(=O)C(C)(C)C)nc2C)cs1
→ 0	14*	2	0.1	2	2	-3	nt
- C[C@@H]1CN([C@H](C)CO)C(=O)c2cccc(NS(=O)(=O)c3cn(C)cn3)c2O[C@H]1CN(C)S(=O)(=O)c1ccc(Cl)cc1
→ 12	-0.4	6	0.1	5	0	16	-12
- CCNC(=O)Cc1ccc(Br)cc1
→ 29	nt	-6	nt	-1	nt	nt	-3
- CCCOc1ccc(N2C(=O)CC(N(CCOC34CC5CC(CC(C5)C3)C4)C(C)=O)C2=O)cc1 (centres undefined)
→ -26	0.1	-7	0.0	-8	-2	-16	-1
- CCCC(=O)Nc1ccc2c(c1)OC[C@H](C)NC[C@@H](C)[C@H](OC)CN(C)C2=O
→ 1	0.0	-3	0.3	-3	0	-5	-5
- CO[C@@H]1CN(C)C(=O)c2cc(NS(=O)(=O)c3ccccc3)ccc2OC[C@@H](C)NC[C@@H]1C
→ -6	0.4	-1	0.0	4	-1	-16	0
- CCC(C)Nc1cc(C)c(C#N)c2nc3ccccc3n12 (centres undefined)
→ 38	-2.1	-8	0.0	12	-23	-14	-9
- CCOC(=O)C1=C(Nc2ccccc2)CC(C)(O)C(C(=O)OCC)C1c1ccccc1 (centres undefined)
→ 3	nt	1	0.8	-11	5	-3	1
- COc1ccccc1-c1ccc2c(c1)O[C@@H](CN(C)C(C)=O)[C@@H](C)CN([C@H](C)CO)S2(=O)=O
→ -2	-0.4	0	0.4	5	0	10	-6
- O=c1c(N=Nc2ccc(O)cc2)c(-c2ccccc2)[nH]n1-c1ccc([N+](=O)[O-])cc1
→ -10	1.9	-4	0.1	7	-2	-7	3
- CCOC(=O)c1ccc(NC(=S)N2CCN(c3ccc(N4CCOCC4)nn3)CC2)cc1
→ 4	-2.0	-8	0.2	nt	-3	5	-3
- CC(=O)Oc1ccc(/C=C(\NC(=O)c2ccco2)C(=O)NCc2ccccc2)cc1
→ -4	0.1	-2	0.3	-4	-3	-15	0
- Cc1ccc([N+](=O)[O-])cc1S(=O)(=O)Nc1ccc(O)c(Sc2ncn[nH]2)c1
→ 8	1.0	7	0.1	5	4	-3	-5
- O=C(CCN1CCCCC1)N[C@@H]1CC[C@H](CCNS(=O)(=O)c2ccc(Cl)cc2)O[C@H]1CO
→ -8	-1.8	-3	-0.1	6	0	8	8
- C[C@@H]1CN([C@H](C)CO)S(=O)(=O)c2ccc(C#C[C@@H](C)O)cc2O[C@H]1CN(C)Cc1ccccn1
→ 12	-1.9	1	-0.5	12	1	2	-8
- Cc1ccc(S(=O)(=O)N(C)CC(=O)N2CCCCCCC2)cc1
→ 10	2.1	-8	0.0	-3	-4	-2	-2
- CC(C)CC#Cc1cnc2c(c1)C(=O)N([C@@H](C)CO)C[C@@H](C)[C@@H](CN(C)Cc1ccccc1C(=O)O)O2
→ 11	-3.6	2	-0.5	2	-1	8	-3
- O=C(O)C1CCC(CN(Cc2cccc(Br)c2)C(=S)Nc2ccccc2F)CC1 (centres undefined)
→ 9	1.3	-8	0.1	5	-11	-13	-6
- O=C(NC(=O)c1c(F)cccc1F)Nc1cccc(Oc2ncc(Cl)cn2)c1
→ 9	0.6	nt	-0.2	nt	-2	-12	-5
- Cc1cc(C(=O)NNC(=O)[C@H](C)NC(=O)c2ccc(Br)cc2)c(C)o1
→ -33	-2.5	-1	0.1	-2	-1	-10	10
- C[C@H]1CN([C@@H](C)CO)C(=O)c2cc(C3=CCCCC3)cnc2O[C@@H]1CN(C)Cc1ccccc1
→ 2	1.4	-5	0.6	-4	1	8	7
- C[C@H](CO)N1C[C@H](C)[C@@H](CN(C)Cc2ccncc2)Oc2ccc(N(C)C)cc2C1=O
→ 27	1.5	3	-0.1	-1	-3	6	-12
- CC(=O)N(C)C[C@@H]1Oc2cc(C#CCN(C)C)ccc2S(=O)(=O)N([C@H](C)CO)C[C@@H]1C
→ 7	-2.1	0	-0.5	2	-3	-9	-4
- OCc1nc2ccccc2n1CCCOc1ccccc1
→ 7	-2.0	nt	nt	nt	2	12	2
- COc1ccc(-c2cn3nc(SCC(=O)NC4CCCCC4)ccc3n2)cc1
→ 12	-3.0	8	0.1	-12	3	-4	3
- COc1cccc(NC(=O)CC2S/C(=N\S(=O)(=O)c3ccccc3)N(c3ccccc3)C2=O)c1 (centres undefined)
→ 3	nt	nt	0.0	-4	nt	nt	-4
- OCCC1CN(Cc2nc3ccc(F)cc3[nH]2)CCN1C1CCCC1 (centres undefined)
→ 16	-2.3	-10	0.0	-4	2	-7	4
- Cc1noc(C)c1NC(=O)N(C)C[C@H]1Oc2ccc(NC(=O)NC(C)C)cc2CC(=O)N([C@@H](C)CO)C[C@H]1C
→ -1	0.2	2	3.6	9	-2	-3	-4
- COc1ccc(-c2noc(COc3ccccc3OC)n2)cc1OC
→ 34	1.2	27	-0.1	-8	4	25	-2
- O=C(C[C@H]1C[C@@H]2c3cc(NC(=O)C4CCOCC4)ccc3O[C@@H]2[C@@H](CO)O1)NCC1CC1
→ -4	1.2	6	0.1	-3	0	-4	-11
- Cn1cc(C(=O)c2ccccc2C(=O)O)cc1C(=O)C(Cl)(Cl)Cl
→ 12	2.8	-4	0.1	-1	-3	-8	-20
- O=C(Cc1csc(NC(=O)Nc2ccc(Cl)cc2)n1)NCc1cccnc1
→ 6	2.5	45*	0.2	0	2	-2	1
- COc1ccccc1Nc1nnc(SC(C)C(=O)NC2CC2)s1 (centres undefined)
→ nt	-3.1	10	0.0	6	4	-4	nt

Compound activity: PubChem, Broad Institute
